Assay outcomes deposited in PubChem by The Scripps Research Institute Molecular Screening Center.
CHO parental Ca = ATP-evoked calcium signal inhibitors, parental CHO, primary screen, counter-screen for OX1R antagonist project, cell-based, fluorescence, Fluo-8 calcium dye; parental CHO-K1, ATP-induced calcium, Fluo-8 fluorescence; inhibition, % at 5.6 µM; 0.63% of 330,000 active;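 active = inhibition above that plate's mean sample inhibition plus 3 SD, cut at about 26% in these data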;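 note: 0% = ATP-challenged DMSO wells and 100% = DMSO wells without ATP; some compounds past the cut are filed as inactive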
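test system = CHO parental line | reagent = ATP stimulus | measured by = intracellular calcium via Fluo-8 no-wash fluorescent dye | control set = ATP and no-ATP DMSO wells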
CHRM1 agonist = human M1 muscarinic receptor agonists, primary screen, Fluo-8 calcium fluorescence, CHO-K1 cells, HTS; Muscarinic acetylcholine receptor M1 (Homo sapiens), P11229; CHO-K1 hM1, agonist mode; 0% DMSO, 100% acetylcholine EC100; activation, % at 3 µM; 0.33% of 360,000 active;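 active = activation above the run's mean compound activation plus 3 SD, cut at about 16% in these data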;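 note: peak over basal fluorescence ratio within a 140 s kinetic read after compound addition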
Target sequence (P11229 whole entry, looked up): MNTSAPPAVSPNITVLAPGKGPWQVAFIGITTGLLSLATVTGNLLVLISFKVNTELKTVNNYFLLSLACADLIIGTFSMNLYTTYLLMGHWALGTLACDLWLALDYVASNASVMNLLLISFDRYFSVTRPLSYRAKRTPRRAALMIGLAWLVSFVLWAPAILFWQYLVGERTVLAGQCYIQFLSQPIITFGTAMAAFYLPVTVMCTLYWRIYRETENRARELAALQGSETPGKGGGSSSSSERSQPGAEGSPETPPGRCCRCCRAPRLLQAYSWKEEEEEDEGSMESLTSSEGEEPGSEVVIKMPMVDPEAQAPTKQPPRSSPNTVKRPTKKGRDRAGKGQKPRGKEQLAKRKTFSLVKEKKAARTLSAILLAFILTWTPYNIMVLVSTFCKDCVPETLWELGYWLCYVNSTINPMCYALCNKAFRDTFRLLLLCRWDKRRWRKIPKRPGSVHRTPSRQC
CHO-K1 Ca PAM = nonselective calcium activators in parental CHO-K1 cells, primary screen, counter-screen for M1 PAM project, cell-based, Fluo-8 calcium fluorescence, full deck, 1536-well; ATP EC20; 0% at ATP EC20, 100% at ATP max; activation, % at 3 µM; 0.02% of 360,000 active; AID 602247, 2012;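 active = activation above the run cutoff, the mean activation of all test compounds plus 3 SD, cut at about 40% in these data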;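 note: peak over basal fluorescence ratio in a 140 s read after ATP addition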
CHRM1 antagonist = human M1 muscarinic receptor antagonists, primary screen, CHO-K1 cells, Fluo-8 calcium fluorescence, 1536-well. Muscarinic acetylcholine receptor M1 (Homo sapiens), P11229. CHO-K1 hM1, ACh EC80 antagonist. inhibition, % at 3 µM. 1.3% of 360,000 active. AID 588852, 2011;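 active = percent inhibition above its own plate's cutoff, namely the mean of that plate's compound wells plus 3 SD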;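 note: peak over basal fluorescence ratio during 140 s after agonist addition; 0% = ACh EC80 plus DMSO and 100% = DMSO alone without agonist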
OXTR potentiator = human OXTR potentiators, primary screen, fluorescence, CHO-OTR cells, Fluo-8 calcium. Fluo-8 calcium fluorescence, potentiator mode; 0% = oxytocin EC15, 100% = EC100. AID 2445, 2010. activation, % at 3 µM. 0.061% of 320,000 active;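 active = activation above that plate's cutoff, the mean activation of tested compounds plus 3 SD, cut at about 6.6% in these data, passing the limit was not always enough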;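 note: 100% uses oxytocin at 75 nM as the full agonist control; some results filed as inactive read as strong as hits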
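Material: CHO-OTR cells, human receptor; compound dosing: single dose, 3.0 µM nominal final compound concentration; schedule: 6 min compound pre-incubation at room temperature, 100 s kinetic read; measured by: kinetic Fluo-8 calcium fluorescence; read-out basis: % activation vs EC15 and EC100 oxytocin; controls: EC15 oxytocin alone as 0%, 75 nM oxytocin as 100%; replicates: singlicate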
CHO-K1 Ca antag = M1 antagonist counterscreen hit in parental CHO-K1 cells | ATP-induced calcium, Fluo-8 fluorescence | inhibition, % at 3 µM | 0.6% of 360,000 active;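 active = inhibition above a per-plate cutoff, the plate's mean sample inhibition plus 3 SD, cut at about 24% in these data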;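 note: 0% = DMSO plus EC80 ATP and 100% = DMSO alone without ATP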
CHO-K1 Ca ag = counter-screen for M1 agonists: effect in parental CHO-K1 cells. Fluo-8 calcium fluorescence; scaled to maximal ATP response, vehicle zero. activation, % at 3 µM. 0.48% of 360,000 active. AID 602248, 2012; in the data active = activation above about 15%;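 note: untransfected CHO-K1 host cells lacking M1 receptor as counterscreen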
TAAR1 agonist = human TAAR1 agonists, primary screen, Fluo-8 calcium fluorescence, CHO RD-HGA16 cells | Trace amine-associated receptor 1 (Homo sapiens), Q96RJ0 | vehicle wells 0%, saturating PEA agonist 100% | activation, % at 3 µM | 0.99% of 360,000 active | AID 624467, 2012;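 active = activation above the mean activation of all test compounds in the run plus 3 SD, cut at about 38% in these data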
Target sequence (Q96RJ0 whole entry, looked up): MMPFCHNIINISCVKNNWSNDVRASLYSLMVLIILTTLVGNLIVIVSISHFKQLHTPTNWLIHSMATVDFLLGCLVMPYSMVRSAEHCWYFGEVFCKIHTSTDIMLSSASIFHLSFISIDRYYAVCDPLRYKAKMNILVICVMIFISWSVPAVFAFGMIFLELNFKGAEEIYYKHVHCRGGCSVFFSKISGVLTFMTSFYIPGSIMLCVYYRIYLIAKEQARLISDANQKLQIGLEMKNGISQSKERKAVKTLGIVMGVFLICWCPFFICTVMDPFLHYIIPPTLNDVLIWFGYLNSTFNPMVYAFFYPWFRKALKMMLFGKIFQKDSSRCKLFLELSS
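Test system: RD-HGA16 (CHO) cells co-expressing Gα16 and hTAAR1; dosing: one-point dosing at 3 µM (nominal); timing: 17-24 h seeding, 75 min 37 °C dye, 30 min RT; signal: kinetic Fluo-8 calcium fluorescence; read-out basis: % activation relative to PEA EC100 response; controls: DMSO and PEA EC100; replicates: n 1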
TAAR1 antagonist = human TAAR1 antagonists, primary screen, Fluo-8 calcium fluorescence, CHO RD-HGA16 cells. antagonist. inhibition, % at 3 µM. 1.5% of 360,000 active. AID 624466, 2012;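 active = inhibition above a per-plate cutoff, the mean inhibition of test compounds on that plate plus 3 SD, cut at about 49% in these data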;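 note: 0% = DMSO plus EC80 beta-PEA response and 100% = DMSO alone without agonist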
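Assay system: RD-HGA16 CHO cells with stable hTAAR1 and Gα16 / Reagent: EC80 β-phenethylamine stimulus / Doses: 3 µM, single point / Timing: dye loading 75 min at 37 °C, then 30 min room temperature / Measured by: Fluo-8 intracellular calcium dye fluorescence, real-time kinetic reads / Controls: vehicle wells and EC80 agonist wells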
Numbers without * were called inactive; / = no result given.

Structure	CHO parental Ca	CHRM1 agonist	CHO-K1 Ca PAM	CHRM1 antagonist	OXTR potentiator	CHO-K1 Ca antag	CHO-K1 Ca ag	TAAR1 agonist	TAAR1 antagonist
CCOc1ccc(N(CC(=O)NCC2CCCO2)S(=O)(=O)c2ccc(OC)c(OC)c2)cc1 (stereo not drawn)	-15	-4	16	4	-4	-7	0.6	2	-22
S=C(c1ccc(Br)cc1)N1CCCC1	-8	-7	0	-12	-2	-10	-0.5	3	-14
CSc1nnc2c3ccccc3n(CCc3ccccc3)c2n1	-4	0	-7	3	1	19	0.1	3	21
COc1ccc(Cl)cc1NC(=O)CN(C)CC(=O)Nc1cccc(S(=O)(=O)N2CCCC2)c1	/	-5	6	-9	/	-3	5.8	5	5
CCCc1nc2ccccc2c(C(=O)N(CC)CC(=O)NCc2cccs2)c1CC	/	-6	-6	5	/	11	7.7	0	-20
COc1ccc(C(C)=O)cc1CON=C1CSCc2ccccc21	/	-5	-8	9	/	-1	1.2	3	23
COc1ccc2c(c1)C(=O)N1[C@H]3c4cc(Br)ccc4OC[C@@H]3[C@H](c3ccccc3)[C@]1(C)C(=O)N2	4	-3	18	9	1	-4	-0.1	/	/
Cc1sc(C(C2C(=O)CC(C)(C)CC2=O)C2C(=O)CC(C)(C)CC2=O)cc1[N+](=O)[O-]	-5	-6	17	-3	-9	-9	1.4	7	-7
Cc1cc(C)cc(Oc2ccc(-c3nnc(-c4ccccc4)o3)cc2[N+](=O)[O-])c1	1	-7	27	-12	-8	-9	0.1	2	-1
O=C(NCCNc1ccc([N+](=O)[O-])cc1C(F)(F)F)c1ccccc1F	42*	-4	-5	-3	-16	2	3.2	3	16
COc1ccc(CNC(=O)CN(C)Cc2ccc(SC)cc2)cc1	-7	-11	10	-13	-4	-14	0.3	-2	1
COC(=O)c1ccccc1NC(=S)N(C)C	-8	-2	7	9	-4	-3	5.2	4	-18
CC1CCN(C(=S)c2ccc(N(C)C)cc2)CC1	2	-3	17	-1	-3	-8	-0.1	14	1
O=C(NCc1cccnc1)Nc1cc(Cl)cc(Cl)c1	23	3	-2	9	-9	11	10	24	-12
CS(=O)(=O)N(CC(=O)N1CCOCC1)c1cccc(F)c1	7	-2	12	-13	-13	-3	0.3	5	-11
Nc1cc[n+](CC(=O)c2ccccc2)cc1	-8	-9	18	0	-10	13	0.1	1	-2
CCOc1cc(C2NC(=O)NC(O)(C(F)(F)F)C2C(=O)c2ccc(OC)cc2)ccc1O (stereo not drawn)	-10	3	3	-9	-4	-3	-0.1	6	-8
COc1ccccc1N1CCN(CCc2n[nH]c(=S)n2-c2ccccc2)CC1	-14	-5	0	-2	5	-3	0.9	14	10
CCOC(=O)c1sc2nc(C)nc(SCC(=O)NC(C)CCc3ccccc3)c2c1C (stereo not drawn)	-14	-3	-6	-1	-13	2	-0.2	1	11
CC(C)(C)CC(=O)Nc1ccc(S(=O)(=O)N2CCCC2)cc1	1	-1	10	-5	-7	-10	1.3	4	12

Ten structures already listed, sorted by length of the SMILES, descending:
Structure	CHO parental Ca	CHRM1 agonist	CHO-K1 Ca PAM	CHRM1 antagonist	OXTR potentiator	CHO-K1 Ca antag	CHO-K1 Ca ag	TAAR1 agonist	TAAR1 antagonist
COc1ccc2c(c1)C(=O)N1[C@H]3c4cc(Br)ccc4OC[C@@H]3[C@H](c3ccccc3)[C@]1(C)C(=O)N2	4	-3	18	9	1	-4	-0.1	/	/
CCOc1ccc(N(CC(=O)NCC2CCCO2)S(=O)(=O)c2ccc(OC)c(OC)c2)cc1 (stereo not drawn)	-15	-4	16	4	-4	-7	0.6	2	-22
CCOC(=O)c1sc2nc(C)nc(SCC(=O)NC(C)CCc3ccccc3)c2c1C (stereo not drawn)	-14	-3	-6	-1	-13	2	-0.2	1	11
O=C(NCCNc1ccc([N+](=O)[O-])cc1C(F)(F)F)c1ccccc1F	42*	-4	-5	-3	-16	2	3.2	3	16
CCCc1nc2ccccc2c(C(=O)N(CC)CC(=O)NCc2cccs2)c1CC	/	-6	-6	5	/	11	7.7	0	-20
COc1ccccc1N1CCN(CCc2n[nH]c(=S)n2-c2ccccc2)CC1	-14	-5	0	-2	5	-3	0.9	14	10
CS(=O)(=O)N(CC(=O)N1CCOCC1)c1cccc(F)c1	7	-2	12	-13	-13	-3	0.3	5	-11
COc1ccc(CNC(=O)CN(C)Cc2ccc(SC)cc2)cc1	-7	-11	10	-13	-4	-14	0.3	-2	1
COC(=O)c1ccccc1NC(=S)N(C)C	-8	-2	7	9	-4	-3	5.2	4	-18
S=C(c1ccc(Br)cc1)N1CCCC1	-8	-7	0	-12	-2	-10	-0.5	3	-14

Carrying on:
Structure	CHO parental Ca	CHRM1 agonist	CHO-K1 Ca PAM	CHRM1 antagonist	OXTR potentiator	CHO-K1 Ca antag	CHO-K1 Ca ag	TAAR1 agonist	TAAR1 antagonist
N#Cc1cnn(Cc2ccc(Cl)cc2)c1N	-5	-5	12	0	-7	-7	-0.3	5	-1
Cc1ccc(-n2nc3c(N4CCC(C(=O)N5CCCCCC5)CC4)nnc(C)c3c2C)cc1	-25	-6	22	-3	-6	-19	-0.7	/	/
COc1ccc(NS(=O)(=O)c2ccc(Oc3ncccn3)cc2)cc1	-5	7	2	-6	-31	-1	4.4	21	12
CCOC(=O)c1sc2nc(C)nc(Nc3ccccc3)c2c1C	-14	-6	13	2	-5	2	0.1	0	11
Fc1ccc(Oc2nccc(-c3ccc(Cl)cc3)n2)cc1	-26	-4	13	-6	-8	-13	0.4	9	18
COc1ccc(CCNc2cc(C)nc3c(-c4ccc(Cl)cc4)c(C)nn23)cc1OC	-23	-3	3	-7	0	-3	-0.1	-3	-11
N#CC1=C(N)N2C(=C(C#N)C13CCCCC3)SC1CCCCC12O (stereo not drawn)	33*	-2	5	16	-5	10	4.8	20	37
COC(=O)c1ccccc1NC(=O)COC(=O)c1ccc(C)c(NC(=O)c2ccco2)c1	-12	-1	9	3	0	-1	2.4	12	34
CC(C(=O)Nc1ccc2c(c1)OCCO2)N(C)CC(=O)Nc1ccccc1Br (stereo not drawn)	/	-3	10	-8	/	-5	1.1	1	8
COC(=O)c1cc(S(=O)(=O)NCC2CCN(Cc3cccc(F)c3)CC2)cn1C	-14	-5	-8	7	-1	0	0.0	1	-15
O=C(CSc1nnc(Cc2cc(=O)[nH]c(=O)[nH]2)n1-c1ccc(F)cc1)N1CCCCC1	-1	-4	15	-12	-2	-8	0.6	2	-12
N#Cc1nc(COc2ccccc2Cl)oc1NCc1cccnc1	-4	-5	-1	11	-11	6	0.7	6	4
Cc1cccc(OCC(=O)NNS(=O)(=O)c2ccccc2F)c1	-7	-2	-20	-1	3	-3	0.3	-2	-10
O=C(NNC(=S)Nc1ccccc1)c1cccnc1	1	-2	5	-6	-6	-13	0.8	1	-16
CCc1ccc2[nH]c3nc(N/N=C/c4ccc(O)cc4O)nnc3c2c1	-13	-4	-10	-8	-9	9	0.2	3	17
C/C(=N\NC(=O)c1ccc2c(c1)OCO2)c1ccc(C(=O)O)s1	-10	-4	-4	5	-15	6	2.4	11	-1
O=C(CN1C(=O)S/C(=C\c2ccc(F)cc2)C1=O)NC1C=CS(=O)(=O)C1 (stereo not drawn)	-9	-3	6	-9	1	-12	0.4	3	-29
CCN1C(=O)[C@@H]2[C@@H](c3ccc(-c4ccc(Cl)c(Cl)c4)cc3)N3CCC[C@@]3(C(=O)OC)[C@@H]2C1=O	-12	-7	12	1	-6	-17	1.5	2	1
CCCCCC(=O)Nc1cccc(C2=NOC3(C2)C[C@H](C(N)=O)N(C(=O)c2ccccc2)C3)c1 (stereo partly drawn)	-5	3	12	-9	-1	-13	-0.2	12	7
OCCOCCn1c(C2CCCN2c2nc(-c3ccc(F)cc3)cs2)nc2cc(Cl)c(Cl)cc21 (stereo not drawn)	-23	-3	-7	13	-2	-7	-0.1	12	-15

Structure	CHO parental Ca	CHRM1 agonist	CHO-K1 Ca PAM	CHRM1 antagonist	OXTR potentiator	CHO-K1 Ca antag	CHO-K1 Ca ag	TAAR1 agonist	TAAR1 antagonist
COc1ccc(C(=O)N2CCOC2CNC(=O)C(=O)NCc2ccc(Cl)cc2)cc1 (stereo not drawn)	-15	2	-11	4	-9	-3	-0.1	1	8
Clc1ccc(OCc2nc(-c3ccncc3)no2)c(Cl)c1	-25	-2	3	17	-21	-2	1.1	10	-3
O=C(Cc1cccc([N+](=O)[O-])c1)Nc1cccc(C(=O)N2CCOCC2)c1	-4	-3	13	-7	3	-17	0.1	12	0
Cc1ccc(NCC(=O)N=Nc2c(O)n(C)c3ccccc23)cc1	11	-2	9	-12	-8	-11	0.1	1	5
CCN(CC)C(=O)CSc1nc2ccc(NC(=O)CSc3nccn3C)cc2s1	-12	-10	5	0	-8	-14	4.1	6	13
CCCCn1nnnc1C1(C)CCC(=O)N1CC1CCCCC1 (stereo not drawn)	/	/	13	/	/	-13	1.8	4	5
CC(C)OC(=O)CC1C(=O)NCCN1C(=O)COc1ccc(C(C)(C)C)cc1 (stereo not drawn)	-12	-2	8	-8	-4	-17	1.7	-1	5
CC(C)(C)NC(=O)C(c1cccs1)N(CC1CCCO1)C(=O)Cn1nnc(-c2cccs2)n1 (stereo not drawn)	-26	-4	-1	-3	-3	-14	0.8	3	-5
CCc1nc(SCC(=O)NCc2ccccc2)c2c(=O)n(C)c(=O)n(C)c2n1	-7	-2	2	-3	1	-2	0.4	1	-30
C#CCNc1nc(C(C)C)nc2c1nnn2Cc1ccccc1F	-5	-2	15	-2	-18	-6	0.6	22	5
N[C@H](CSCc1ccccc1)C(=O)Nc1ccc([N+](=O)[O-])cc1	14	2	2	-22	-16	-2	2.2	4	22
